From PubChem BioAssay
GalR3 antagonist: blocks the human galanin receptor 3; O60755; HEK293 GalR3-CNG cAMP membrane potential fluorescence; galR3 body fused to GalR1 C-terminus; inhibition, % at 3 µM; 0.44% of 360,000 active;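 active means inhibition above the screen-wide average plus 3 SD, cut at about 13% in these data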;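 further: forskolin and galanin both at EC90 stimulate the cells; cAMP rise reported by CNG channel membrane potential dye signal; 0% = forskolin plus galanin with DMSO and 100% = forskolin alone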
Target sequence (O60755 1-299 limits assumed): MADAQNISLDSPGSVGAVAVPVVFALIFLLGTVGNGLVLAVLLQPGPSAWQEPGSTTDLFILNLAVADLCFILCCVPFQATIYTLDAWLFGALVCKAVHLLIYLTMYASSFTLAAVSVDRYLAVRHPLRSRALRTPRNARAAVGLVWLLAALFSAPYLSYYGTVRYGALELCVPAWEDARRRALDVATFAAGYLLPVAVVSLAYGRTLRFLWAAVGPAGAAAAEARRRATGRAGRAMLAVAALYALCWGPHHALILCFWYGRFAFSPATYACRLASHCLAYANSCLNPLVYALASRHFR
NALP1 inh: NALP1 inhibition; 0.61% of 280,000 active; S. cerevisiae NALP1/ASC/caspase-1 growth, X-gal OD620, 72 h; AID 2071; inhibition, % at 10 µM; in the data active means inhibition mostly above about 24%, no sharp cut-off; inactive means mostly below about 32%; further: some compounds called inactive have numbers as strong as hits
GPR7 antag: blocks human GPR7 receptor signaling. GPR7-expressing cells, fluorescence antagonist assay. inhibition, % at 4.4 µM. 1.1% of 290,000 active; in the data active means inhibition above about 16%, passing the limit was not always enough;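 further: cells stimulated with the agonist NPW; 0% = agonist with vehicle and 100% = vehicle without agonist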
Target sequence (P48145 whole entry, looked up): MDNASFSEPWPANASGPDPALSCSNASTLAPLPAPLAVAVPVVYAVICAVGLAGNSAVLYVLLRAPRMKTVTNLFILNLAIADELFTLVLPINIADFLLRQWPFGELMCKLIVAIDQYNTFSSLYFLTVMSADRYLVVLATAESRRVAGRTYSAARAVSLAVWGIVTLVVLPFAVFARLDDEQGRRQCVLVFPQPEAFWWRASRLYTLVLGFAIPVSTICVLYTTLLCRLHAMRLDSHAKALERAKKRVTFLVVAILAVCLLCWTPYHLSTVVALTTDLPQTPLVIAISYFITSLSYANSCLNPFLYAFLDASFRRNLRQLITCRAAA
PfM18AAP inh: blocks P. falciparum M18 aspartyl aminopeptidase; inhibition, % at 7.35 µM; 1.2% of 290,000 active; recombinant PfM18AAP, H-Glu-NHMec fluorogenic cleavage;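 active means inhibition above the campaign mean inhibition over all tested compounds plus 3 SD, cut at about 28% in these data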;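 further: 0% = plate median of test compound wells and 100% = 2 mM ZnCl2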
OXTR ag: agonists of human oxytocin receptor. CHO-OTR cells, Fluo-8 calcium fluorescence; normalized: DMSO 0%, oxytocin 100%. activation, % at 3 µM. 0.32% of 320,000 active. AID 2435;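 active means activation above the mean of all tested compounds plus 3 SD, cutoff set per screening run, cut at about 20% in these data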;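 further: peak over basal fluorescence ratio from a 100 s FLIPR kinetic read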
Target sequence (P30559 whole entry, looked up): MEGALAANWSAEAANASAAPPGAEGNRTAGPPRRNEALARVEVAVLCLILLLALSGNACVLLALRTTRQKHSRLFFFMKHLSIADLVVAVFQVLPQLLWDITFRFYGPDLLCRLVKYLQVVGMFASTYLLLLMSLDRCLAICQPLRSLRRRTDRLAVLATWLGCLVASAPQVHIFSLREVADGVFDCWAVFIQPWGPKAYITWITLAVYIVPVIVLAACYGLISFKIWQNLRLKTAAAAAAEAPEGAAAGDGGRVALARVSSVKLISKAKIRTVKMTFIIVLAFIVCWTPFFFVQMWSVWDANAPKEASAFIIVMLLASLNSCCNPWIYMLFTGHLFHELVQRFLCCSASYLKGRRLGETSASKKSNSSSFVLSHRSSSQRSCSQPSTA
V1R ag counter: V1a receptor agonism, counter-screen for OXTR agonists; P37288; CHO-V1R cells, Fluo-8 calcium fluorescence, agonist mode; 0% DMSO, 100% 3 nM vasopressin; 0.25% of 320,000 active; activation, % at 3 µM; AID 2797;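 active means activation above the mean activation of all tested compounds plus 3 SD, per screening run, cut at about 20% in these data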;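 further: signal is peak over basal fluorescence ratio across a 100 second FLIPR read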
MEKK2 WT-MEK5: raises or lowers MEK5 binding to wildtype human MEKK2 PB1 domain; bead flow cytometry, Alexa488-MEK5 binding to MEKK2 WT; actives lie on both sides; 1.1% of 290,000 active; binding response (% of control), % at 10 µM; Q9Y2U5; in the data active means binding response below about 67% or above about 130%
MEKK2mut PB1 HTS: signal of MEK5 binding to mutant human MEKK2 PB1 domain. bead flow cytometry, Alexa488-MEK5 binding to MEKK2 mutant. percent response, % at 10 µM. 0.35% of 290,000 active. AID 1530; in the data active means percent response above about 24%, passing the limit was not always enough; further: inactives centre near 1; some results filed as inactive read as strong as hits
OXTR potentiate: potentiates the human oxytocin receptor response | activation, % at 3 µM | AID 2445 | P30559 | 0.061% of 320,000 active | CHO-OTR cells, Fluo-8 calcium fluorescence, potentiator mode; 0% = oxytocin EC15, 100% = EC100;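 active means activation above that plate's cutoff, the mean activation of tested compounds plus 3 SD, cut at about 6.6% in these data, passing the limit was not always enough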;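 further: 100% uses oxytocin at 75 nM as the full agonist control; some results filed as inactive read as strong as hits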
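Material: human OTR in CHO cells. Compound: 3.0 µM, one dose. Timing: compound 6 min at room temperature before oxytocin, 100 s read. Evaluation: % activation of max/min ratio relative to oxytocin controls. Replication: single well per compound, singlicate. Signal: Fluo-8 calcium dye fluorescence.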
The depositor's hits bear a star; / = no result given; [ ] = dose if it differs, or a comment.

SMILES	GalR3 antagonist	NALP1 inh	GPR7 antag	PfM18AAP inh	OXTR ag	V1R ag counter	MEKK2 WT-MEK5	MEKK2mut PB1 HTS	OXTR potentiate
COc1ccc(CNC(=O)C2CC(c3ccccc3C(F)(F)F)=NO2)cc1 (configuration not stated)	-1	-2	/	/	0.5	-0.4	96	-4	-3
CCOc1ccc(CCNC(=O)c2cnc(C)cn2)cc1OCC	-5	-2	-22	-6	-0.7	0.1	103	-2	-7
COc1ccc(-c2nnc3ccc(SCC(=O)NCc4ccco4)nn23)cc1OC	-6	14	-9	3	-0.9	-0.3	97	1	-4
CN(C)C=NC(=O)c1cc(C(=O)c2ccccc2)c[nH]1	-3	2	-5	3	0.9	1.6	94	-1	-9
CC(=O)N=C1SC2CS(=O)(=O)CC2N1c1ccccc1Cl (configuration not stated)	-6	18	-9	-3	0.5	0.4	104	16	-6
COc1ccc(CCn2c(=N)c(S(=O)(=O)c3ccccc3)cc3c(=O)n4ccccc4nc32)cc1	-7	-2	2	-3	-0.6	0.5	94	0	-7
O=C(O)c1cc(/C=C/c2ccc(N3CCOCC3)c([N+](=O)[O-])c2)nc2ccccc12	-8	/	-7	5	0.2	1.0	97	3	-5
NS(=O)(=O)Oc1ccccc1	-4	21	-6	1	-0.3	0.8	104	11	-2
COc1ccccc1Oc1ccc2c(c1)C(=O)N(c1ccc(Br)c3cccnc13)C2=O	-3	-4	-6	4	1.0	1.1	89	-8	1
N#CC1c2ccccc2C=CN1C(=O)c1ccccc1 (configuration not stated)	-2	/	0	-1	-2.2	-1.8	83	-33	-20
CC(C)C(=O)Nc1ccc2c(c1)nc1n2CCSC1	-5	13	-7	9	1.3	0.7	99	1	1
CC1CCCCN1CCNC(=O)c1ccc2c(=O)n(Cc3ccc(Cl)cc3)c(=S)[nH]c2c1 (configuration not stated)	0	2	12	2	6.9	1.0	169*	33*	-12
Cc1[nH]c(C)c(S(=O)(=O)N2CCN(c3ccccc3F)CC2)c1C(=O)N1CCCCC1	-8	8	-6	-1	-0.7	0.4	99	0	-7
CC(C)C(=O)NS(=O)(=O)c1ccc(N)cc1	-6	-18	-6	-2	0.8	0.3	103	8	-1
O=C1OC(Nc2ccc(Br)cn2)c2ccccc21 (configuration not stated)	3	-4	-14	1	1.1	1.5	105	2	-1
CC(=O)N1CCN(C2=NC(=O)/C(=C\c3cccs3)S2)CC1	-2	-17	0	3	-0.3	-0.4	84	-9	-6
O=C(COc1ccccc1)Nc1nnc(S(=O)(=O)Nc2ccccc2)s1	1	6	0	0	-0.6	0.6	106	2	-4
CCCOc1ccc(NC(=O)OC2CCN(C)CC2)cc1	-10	34	-7	23	0.7	1.2	99	1	3
C[C@H](NC(=O)c1nc[nH]c1C(=O)N[C@@H](Cc1ccccc1)C(=O)OC(C)(C)C)C(=O)OC(C)(C)C	-2	/	/	/	-1.0	-1.0	98	4	-6
Cc1ccc(N2C(=O)CC(Sc3ncn[nH]3)C2=O)cc1C (configuration not stated)	-1	40*	2	11	-0.1	0.5	111	5	-6
COc1ccc(NC(=O)CSCC(=O)N(C)CC(=O)Nc2c(C)cccc2C)cc1	-3	/	/	/	-1.0	0.1	/	/	-8
CCOC(=O)Cn1c(O)c(N=NC(=O)OC)c2ccccc21	-1	5	-13	5	0.2	0.1	102	2	0
Cc1ccc(N2CC(C(=O)Nc3nnc(C(C)C)s3)CC2=O)cc1 (configuration not stated)	-7	4	-10	-7	1.2	-0.2	103	0	4
CCCOc1ccc(Oc2cc(C)nc(SC)n2)nn1	1	-4	2	7	-0.2	1.8	105	2	-20
O=C(NC(NC(=S)Nc1cccc(C(=O)O)c1)C(Cl)(Cl)Cl)OCc1ccccc1 (configuration not stated)	1	16	-4	8	0.2	1.7	96	4	-7
NS(=O)(=O)c1ccc(CCNC(=O)c2cccc3ccccc23)cc1	-2	-5	-6	-3	-0.3	0.7	100	7	1
O=C(NCc1ccccn1)C1CC(=O)N(C2CCCC2)C1 (configuration not stated)	4	/	-8	-3	-0.2	0.0	118	13	-4
O=c1cc(-c2ccc3c(c2)OCCO3)oc2ccc(Cl)cc12	-4	35	2	-3	-0.8	1.0	104	0	-5
CCc1ccc2nc(N(CCCN(C)C)C(=O)c3ccc(S(=O)(=O)N(C)C4CCCCC4)cc3)sc2c1	-1	18	36*	-1	16	17	210*	51*	-14
Cc1ccc(OCc2nnc(SCC(=O)c3ccccc3)n2Cc2ccco2)cc1	-1	18	12	0	1.0	2.6	98	8	-19

Brought forward from above: six compounds, then new ones.
SMILES	GalR3 antagonist	NALP1 inh	GPR7 antag	PfM18AAP inh	OXTR ag	V1R ag counter	MEKK2 WT-MEK5	MEKK2mut PB1 HTS	OXTR potentiate
O=C(NC(NC(=S)Nc1cccc(C(=O)O)c1)C(Cl)(Cl)Cl)OCc1ccccc1 (configuration not stated)	1	16	-4	8	0.2	1.7	96	4	-7
NS(=O)(=O)c1ccc(CCNC(=O)c2cccc3ccccc23)cc1	-2	-5	-6	-3	-0.3	0.7	100	7	1
O=C(NCc1ccccn1)C1CC(=O)N(C2CCCC2)C1 (configuration not stated)	4	/	-8	-3	-0.2	0.0	118	13	-4
O=c1cc(-c2ccc3c(c2)OCCO3)oc2ccc(Cl)cc12	-4	35	2	-3	-0.8	1.0	104	0	-5
CCc1ccc2nc(N(CCCN(C)C)C(=O)c3ccc(S(=O)(=O)N(C)C4CCCCC4)cc3)sc2c1	-1	18	36*	-1	16	17	210*	51*	-14
Cc1ccc(OCc2nnc(SCC(=O)c3ccccc3)n2Cc2ccco2)cc1	-1	18	12	0	1.0	2.6	98	8	-19
CCCCN1CCc2c1nc1ccc(Br)cc1c2N	-10	0	0	3	-1.2	-0.2	147*	17	-1
CN(C)S(=O)(=O)c1ccc(C(=O)Nc2cccnc2)cc1	7	4	-9	8	0.2	1.2	105	4	0
COc1ccc2nc(SCC(=O)NCc3ccccc3)[nH]c2c1	-10	3	-16	-1	/	/	105	8	/
Cc1nc2nc(SCC(=O)NCCCN3CCCCC3)nn2c(C)c1Cc1ccccc1	-8	23	-6	-9	1.4	1.3	102	2	-1
Cc1ccc(-c2csc(N3CCN(CCCn4c(-c5ccncc5)nc5ccccc54)CC3)n2)cc1	3	20	4	2	-3.0	-1.5	105	5	-8
Cc1ccc(S(=O)(=O)CC(=O)Nc2ccc(S(=O)(=O)Nc3ccccn3)cc2)cc1	-6	22	-9	-2	0.2	0.0	95	0	-5
Cc1noc(C)c1COc1ccc(C(=O)Nc2ccccn2)cc1	-3	22	-17	3	0.8	0.8	104	8	-4
CN(C(=O)c1ccccc1-c1ncc[nH]1)C1CCCN(Cc2ccccc2F)C1 (configuration not stated)	-1	6	-11	13	0.3	0.5	100	3	2
S=c1sc2c(Cl)ncnc2n1-c1ccccc1	-10	2	75*	-15	/	/	93	-15	/
CSc1nnc(C(C)(C)C)c(=O)n1/N=C/c1ccc(Cl)cc1	-5	-8	-13	2	-1.4	-1.2	98	6	6
CCc1nc(SCc2ccc(C(=O)OC)o2)n[nH]1	-3	6	-5	1	0.5	0.3	107	11	-7
CCOC(=O)C1(CC2CC2)CCN(C(=O)c2ocnc2C)CC1	-6	1	-15	5	0.2	0.8	104	4	-9
O=C(CSc1ccc(-c2cccs2)nn1)N1CCCCCC1	-9	11	-4	-5	-3.0	0.8	101	12	-8
CC(NC(=O)COC(=O)C1CSC2(C)CCC(=O)N12)C12CC3CC(CC(C3)C1)C2 (configuration not stated)	-3	4	1	5	-0.5	-0.1	101	-5	-7
Cn1c(=O)[nH]c(=O)c2c1[nH]c(=S)n2CCCc1ccccc1	-9	11	3	58*	/	/	98	-2	/
Cc1cc(C)cc(C(=O)NC(CC(N)=O)c2ccc(N3CCCCCC3)c([N+](=O)[O-])c2)c1 (configuration not stated)	-3	16	2	-5	0.4	1.2	92	-6	7
Cc1csc(/N=C/N(C)C)c1C#N	-3	-3	-13	4	-0.5	0.5	102	4	5
Cc1ccc(-c2nn(-c3ccc(F)cc3)cc2C(=O)NC2CCC(O)CC2)cc1 (configuration not stated)	-5	/	/	/	-0.3	0.3	/	/	-3
Cc1nc(C(C)NC(=O)CCc2nnc(-c3ccsc3)o2)cs1 (configuration not stated)	-6	2	-16	1	0.0	1.5	101	10	-2
CCOC(=O)C(CC)/C(C)=N\NC(=O)c1cccc(C)c1 (configuration not stated)	-5	0	-3	-12	-1.6	-0.6	91	-6	-8
O=C(COC(=O)c1cc(=O)[nH]c2ccccc12)Nc1ccc(F)cc1	-7	/	/	/	0.1	0.7	/	/	4
Cc1ccc(Oc2ncccc2CO)cc1	-2	9	-4	-2	-0.4	-0.1	110	0	-3
CCCN1C(=O)/C(=C\C=C2/Sc3ccccc3N2CC)SC1=S	/	-10	-12	-13	/	/	7.0*[inhibitor]	-26	/
CCOC(=O)c1c(NC(=O)COC(=O)CCOc2ccc(C)cc2)sc(C(=O)N(C)C)c1C	-6	/	/	/	-1.1	0.3	/	/	2
Cn1c(S(=O)(=O)O)nc2ccccc21	-2	22	-10	-13	-0.6	1.2	87	-19	0
CC1CC(Nc2ccccc2)c2ccccc2N1C(=O)c1ccncc1 (configuration not stated)	-4	8	-7	4	-0.9	-0.8	107	4	-3
CCOC(=O)c1c(C)n(C)c2ccc(OCC(O)CN3CCC(C)CC3)cc12 (configuration not stated)	-5	3	-5	-3	-1.9	-0.9	112	2	4
O=C(Cc1nn[nH]n1)c1ccccc1O	-6	25	-8	17	0.3	-0.5	98	-2	2
S=C(NCc1ccc2[nH]c3c(c2c1)CCCC3)Nc1ccccc1	/	-9	-12	2	0.4	0.4	105	13	-10
COc1cc(NC(=S)N(C)C)c(OC)cc1Cl	-3	-15	-6	8	1.4	0.1	97	-8	0
CC(C)(C)OC(=O)[C@H](CCCCN)NC(=O)c1nc[nH]c1C(=O)N[C@@H](CCCCN)C(=O)OC(C)(C)C	5	/	/	/	1.2	0.3	/	/	-5

Quoted from the listing.
Under GPR7 antag, Cn1c(S(=O)(=O)O)nc2ccccc21 has the entry -10
Under OXTR potentiate, O=C(COC(=O)c1cc(=O)[nH]c2ccccc12)Nc1ccc(F)cc1 has the entry 4
Under GPR7 antag, CC1CC(Nc2ccccc2)c2ccccc2N1C(=O)c1ccncc1 (configuration not stated) has the entry -7
Under PfM18AAP inh, CCOC(=O)c1c(C)n(C)c2ccc(OCC(O)CN3CCC(C)CC3)cc12 (configuration not stated) has the entry -3
Under OXTR ag, O=C(Cc1nn[nH]n1)c1ccccc1O has the entry 0.3
